# SSB-PriA inh: blocks PriA binding to SSB C-terminal tail; inhibition, % at 33 µM; hit rate 0.6% among 430,000; AID 1272365; AlphaScreen SSBct-PriA binding, biotinylated peptide; in the data active = inhibition mostly above about 37%, no sharp cut-off; inactive = mostly below about 20%;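 note: plate controls were negative control peptide for no effect and reference peptide for full effect; strong numbers were not always called active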
# * marks the source's active call; other numbers are inactive results; & = joins results of further samples. These rows are one share of the data (hit frequency here may not be typical).
SMILES,SSB-PriA inh
Cc1cc(SCC(=O)N2CCCc3ccccc32)n2nc(C)c(-c3ccccc3)c2n1,2.0
CC(=O)Nc1ccc(OCC(O)CNC(C)c2ccccc2)cc1 (configuration not stated),-18.0
COc1ccc(Cl)cc1NC(=O)Nc1cnc(Oc2ccccc2)nc1,-11.0
O=C(NCc1ccnc(-c2cccs2)c1)NC1CCOCC1,-21.0
NC(=O)c1nc(-c2cnccn2)no1,-14.0
O=C(CSc1nccn2nc(-c3ccc(F)cc3)cc12)Nc1ccc(Cl)cc1,-16.0
Clc1ncnc2[nH]ncc12,11.0
O=C(Cn1c(C2CC(=O)N(CCc3ccccc3)C2)nc2ccccc21)N1CCOCC1 (configuration not stated),-17.0
COc1ccccc1CC(N)=NOC(=O)c1ccc2c(c1)OCO2,-19.0
CSc1ccc(-c2noc(-c3sccc3S(=O)(=O)N(C)c3ccc4c(c3)OCO4)n2)cc1,-14.0
O=C(Nc1ccc(-c2nc3ccccc3o2)cc1)c1ccc(Br)s1,-13.0
COc1ccc(CCS(=O)(=O)NCC(C)(O)c2ccc3c(c2)OCO3)cc1 (configuration not stated),12.0
O=C(NN=Cc1c(F)cccc1Cl)C(=O)N1CCCCCC1,5.0
C/C(C=NNC(=O)c1cc(-c2cccnc2)nc2c1c(C)nn2-c1ccccc1)=C\c1ccccc1,-13.0
O=C(Cc1ccccc1)Nn1c(-c2ccc(Br)cc2)csc1=O,-11.0
FC(F)(F)c1nnc(C2CCCNC2)o1 (configuration not stated),-3.0
Cc1ccccc1C(N)=NOC(=O)/C=C/c1ccccc1,-88.9
COc1ccc2nc(-c3ccc(C)c(NS(=O)(=O)c4cccc(C)c4)c3)cn2n1,0.0
O=C(CCCn1nc(-c2ccccc2)ccc1=O)Nc1cccc(Cl)c1,-15.0
COc1ccccc1C(=O)NCc1nnc(SCC(=O)N2CCc3ccccc32)n1-c1cccc(C(F)(F)F)c1,2.0
O=C(Cc1ccc(F)cc1)Nc1ccc(N2CCCCC2=O)cc1,-8.0
O=C(CN1CC(=O)Oc2ccccc21)OCC(=O)c1ccc(Cl)cc1,52.6
COc1cc(OC)cc(-c2nnc(N)o2)c1,8.0
CN(C)S(=O)(=O)c1cccc(NC(=S)NN=CC(c2ccccc2)c2ccccc2)c1,4.4
O=S1(=O)CCN2C(c3ccccc3Cl)=CSC2=N1,0.0

# More entries
SMILES,SSB-PriA inh
O=C(CSc1nnc2ccc(-c3ccccn3)nn12)c1ccccc1,-3.0
O=C(NN=Cc1ccc(N2CCCCC2)o1)c1ccccc1[N+](=O)[O-],-3.6
O=C1CC[C@@H](C(=O)Nc2nc3c(s2)C(=O)NCCC3)N1,-7.0
CCOc1cccc2cc(C(=O)NCCOc3ccc(F)cc3)c(=O)oc12,-7.0
COc1ccc(C=NNC(=O)c2cccnc2)cc1CN1CCCc2ccccc21,9.0
CCc1ccc(OC)c(S(=O)(=O)Nc2ccc3c(c2)C(=O)Nc2cc(Cl)ccc2O3)c1,-14.0
O=S(=O)(Nc1nc2ccccc2nc1NCc1ccco1)c1cccc2nsnc12,11.0
Cc1nc2oc(-c3ccccc3)nc2cc1NC(=O)c1ccccc1C(F)(F)F,-25.0
O=C(NCCOc1ccc(F)cc1)c1ccc(F)c(F)c1,9.0
COc1ccc(S(=O)(=O)NCCn2nc(-c3cccs3)cc2C)cc1C,-1.0
CO[C@@H](CNC(=O)c1ccoc1)c1ccco1,-11.0
Cc1ccc2nc(N3CC(C(=O)NC4CCN(Cc5ccccc5)CC4)C3)sc2c1,-2.0
Cc1ccc(-n2nnc(-c3nnc(-c4ccccc4)o3)c2C2CC2)cc1,-10.0
Cc1ccc(O)c(NC(=O)CC(NCc2ccco2)C(=O)O)c1 (configuration not stated),-14.0
CC(C)C(=O)N1CCc2ccc(NC(=O)COc3ccccc3F)cc2C1,-1.0
O=C(NCc1ccncc1)C(=O)NCC(c1cccs1)S(=O)(=O)c1ccc(F)cc1 (configuration not stated),-2.0
CCOC(=O)N1CCN([C@H](c2ccc(Cl)c(Cl)c2)C2Sc3nc(CC)nn3C2=O)CC1 (some centres not stated),-11.0
CSc1ncccc1C(=O)N1CCC(CNC(=O)C(=O)Nc2cc(C)on2)CC1,-16.0
CC(C)CNC(=O)C(=O)NCC(c1ccco1)S(=O)(=O)c1cccs1 (configuration not stated),-4.0
COc1cccc(NC(=O)Nc2cnn(C3CCOCC3)c2)c1OC,-14.0
CCOc1ccc(S(=O)(=O)N2CCCN(S(=O)(=O)c3cnn(C)c3)CC2)cc1F,-10.0
O=C(Cc1csc(Nc2ccc(F)cc2)n1)N1CCN(C(=O)c2ccco2)CC1,-6.0
COc1ccccc1CNC(=O)C(=O)NCCc1c[nH]c2ccccc12,17.0
CC(=O)Oc1cc(-c2cccc(C(F)(F)F)c2)c2oc(=O)sc2c1,15.0
O=C(NCCn1ccn2nccc12)c1ccsc1,5.0

# Further results follow:
SMILES,SSB-PriA inh
CCOc1ccc(-n2c(SCC(=O)c3ccccc3)nc3c([nH]c4ccccc43)c2=O)cc1,-6.0
Cc1nc(C)c(C(=O)N2CCN(c3ccc(-c4noc(C(F)(F)F)n4)cn3)CC2)s1,24.0
COc1ccc(Nc2n[nH]nc2C(=O)Nc2ccc(F)cc2C)cc1,13.0
O=C(Nc1nc2ccccc2s1)c1csc2nc(-c3ccc(F)cc3)cn12,0.0
NC(=NN=Cc1ccc2c(c1)OCO2)NN=Cc1ccc2c(c1)OCO2,-6.9
C=CCN(CC=C)S(=O)(=O)c1ccc(C(=O)Nc2ccc3c(c2)C(=O)N(C)C3=O)cc1,-16.0
CCOC(=O)CCCSc1nnc(-c2cccnc2)n1-c1ccccc1,-8.0&2.0
O=Cc1ccnc2ccc(Cl)cc12,18.0
O=C(CN1CC(c2nc(-c3cnccn3)no2)C1)Nc1cccnc1,-4.0
Cc1cccc(OC2CCN(S(=O)(=O)c3ccc(Cl)cc3)CC2)n1,-8.0
COc1cc(-c2ccc(SCC(=O)NCc3ccco3)nn2)cc(OC)c1OC,0.0
Cc1noc(C)c1S(=O)(=O)NCC1(c2ccccc2)CCOCC1,-9.0
CC1CCN(S(=O)(=O)c2ccc(C(=O)Nc3ccccc3F)cc2)CC1,5.0
O=C(Cc1cccc2ccccc12)N1CC(c2nc(Cc3ccccc3)no2)C1,0.0
CN1CCOc2ccc(NS(=O)(=O)c3cnn(C)c3)cc2C1=O,-23.0
O=C(Cn1nc(-c2cccs2)c2sc(N3CCOCC3)nc2c1=O)NC1CCCCC1,5.0
CC(=O)Nc1ccc2nc(NC(=O)c3cc(C)on3)sc2c1,-5.0
COc1ccc(N2CCN(C(=O)CC3CSc4nc5c(c(=O)n43)CCCC5)CC2)cc1 (configuration not stated),-9.0
COc1ccc2nc(-c3ccc(F)c(NC(=O)c4cccc(Cl)c4)c3)cn2n1,-4.0
CCOc1cccc(-c2c(C(=O)NN=Cc3ccsc3)nnn2-c2nonc2N)c1,1.9
COc1ccc(-c2cc(=O)n(CC(=O)N3CCC(Cc4ccccc4)CC3)cn2)cc1,-18.0&-1.0
CCS(=O)(=O)NCCc1csc2nc(-c3ccccc3C)nn12,-17.0
C/C(=N/N=c1/scc(-c2ccccc2)n1Cc1ccccc1)c1ccc(F)cc1,1.0
Cc1ccc2nc(C3CN(C(=O)Cc4ccc(SC(C)C)cc4)C3)[nH]c2c1,-11.0
CCCCCCC(=O)N=Nc1c(O)[nH]c2c(Br)cc(Br)cc12,-3.0

# Further entries follow.
SMILES,SSB-PriA inh
O=S(=O)(NCC1COC2(CCCC2)O1)c1ccc(Cl)s1 (configuration not stated),-14.0
CC(CC(=O)Nc1ccc(C)c(Cl)c1)=NNC(=O)C1CCCCC1,-4.1
O=C(CCCSc1ccc(NC(=O)c2cccs2)nn1)Nc1cccc(Cl)c1,-16.0&-16.0
CN(C)c1ccc(C=NN(Cc2ccccc2)c2ccccc2)cc1,-2.8
COc1ccc(OC)c(-n2nnc(-c3nc(-c4ccc(F)cc4)no3)c2N)c1,-10.0
O=C(NC1CC1)c1csc2nc(-c3ccc(F)cc3)cn12,13.0
Cc1ccc2cc(CCNC(=O)c3ccccc3Br)c(=O)[nH]c2c1C,15.0
Cc1cc(NC(=O)c2ccc([N+](=O)[O-])c(C)c2)ccc1N1CCCC1=O,-5.0
CCc1nnc(C2CCN(C(=O)c3ccccc3Cl)CC2)s1,7.0
COc1ccc2nc(N=Cc3cccc(OC)c3O)sc2c1,-5.9
COc1cccc(CC(=O)Nc2ccc(CC(=O)N3CCC(O)CC3)cc2)c1,5.0
CCN1C(=O)C(C)(C)COc2ccc(NC(=O)c3ccc(C(C)(C)C)cc3)cc21,22.0
COc1ccc(NC(=O)Nc2nnc(SCC(=O)Nc3cccc([N+](=O)[O-])c3)s2)cc1,-16.0
CN(C)CCN1C(=O)C(=O)C(=C(O)c2ccccc2)C1c1ccccc1F (configuration not stated),-6.2
CCOC(=O)CCC(=O)Nc1ccc(-n2nnn(CC(=O)NCc3ccco3)c2=O)cc1,-12.0
COc1ccccc1-c1csc(NC(=O)c2cccc(C)c2)n1,-1.0
O=C(NCC1CCN(c2cnccn2)CC1)Nc1c(F)cccc1F,-4.0
Cc1n[nH]c(C)c1C(C)N (configuration not stated),3.0
COc1ccc(C)cc1NC(=O)Cn1nc(Nc2ccccc2)c(S(=O)(=O)c2ccccc2)c1N,7.0
Cn1nnn(-c2ccc(NC(=O)c3ccc(S(=O)(=O)N4CCCCC4)cc3)cc2)c1=O,7.0
COc1ccc(F)cc1S(=O)(=O)N1CCN(c2ccc(-c3noc(C(F)(F)F)n3)cn2)CC1,-5.0
C=C(C)C=NNC(=S)Nc1ccc(S(=O)(=O)N2CCOCC2)cc1,9.9
O=C(c1cccs1)N1CCCc2ccc(NS(=O)(=O)c3ccccc3Cl)cc21,-12.0
O=C(NCc1cncc(-c2ccsc2)c1)c1cnccn1,-4.0
CCOC(=O)NN=Cc1cn(CCCOc2ccc(C)cc2)c2ccccc12,-11.7

# Carrying on:
SMILES,SSB-PriA inh
Cc1ccc(OCC(=O)NN=Cc2ccccc2)c([N+](=O)[O-])c1,-17.9
O=C(Nc1ccc(SCCN2CCCC2)nn1)c1cccc(F)c1,6.0
O=C(NN=Cc1ccc(OC(=O)c2ccco2)cc1)c1ccncc1,-9.2
C=CCn1c(SCC(=O)N2CCCCCC2)nc2scc(-c3ccc(OC)cc3)c2c1=O,-7.0
O=C(Cc1ccc(F)cc1)NCc1ccc(C(=O)c2ccccc2)s1,3.0
C[C@](O)(CNC(=O)CSC1CCCC1)c1ccc2c(c1)OCO2,-1.0
CC12CC(NC(=O)N1c1cccc(C(=O)N3CCN(Cc4ccccc4)CC3)c1)c1ccccc1O2 (configuration not stated),-5.0
Cc1ccccc1[C@@H]1CCN(C(=O)c2cc(-c3ccco3)[nH]n2)CCS1,-2.0
O=C(COc1ccc(Cl)cc1Cl)NCC(=O)N/N=C\c1c[nH]c2ccccc12,4.0
O=C(Nc1nc2c(s1)Cc1ccccc1-2)c1ccc(Br)cc1,-10.0
CSc1ccccc1NC(=O)C1CCCN1/C=C/C(=O)C(F)(F)F (configuration not stated),-5.0
CC(=O)N1c2ccc(S(=O)(=O)NCCn3nc(-c4ccc(Cl)cc4)ccc3=O)cc2CC1C (configuration not stated),-4.0
Cc1nnc(SC(C(=O)O)c2ccccc2)s1 (configuration not stated),-15.0
O=C(CSc1nc2sc(-c3ccccc3)cc2c(=O)n1-c1ccccc1)Nc1cc(C(F)(F)F)ccc1Cl,-13.0&-10.0
CCCC(=O)Nc1ccc(C(=O)NN=Cc2ccc[nH]2)cc1,-2.1
CN(c1ccccc1)S(=O)(=O)c1ccsc1-c1nc(-c2ccccc2)no1,-5.0
O=C(COc1ccc(Cl)cc1[N+](=O)[O-])NN=Cc1cccs1,-4.7
CC1CC(C)CN(C(=O)c2ccc(CNS(=O)(=O)c3ccc(C(C)(C)C)cc3)cc2)C1 (configuration not stated),-32.0&-17.0
OCc1nc2ccccc2s1,0.0
COC(=O)c1sccc1S(=O)(=O)NCC1CCN(C(=O)c2cc3ccccc3o2)CC1,2.0
CCCNC(=O)Cn1nc2c(c1NC(=O)C1c3ccccc3Oc3ccccc31)CSC2,5.0
Cc1ccc(OCCn2nnc3ccccc32)cc1,-20.0
CCOC(=O)c1c(NC(=O)c2cc(OC)c(OC)c(OC)c2)sc2c1CCCCC2,1.0
COc1cc(C(=O)Nc2sc(SC)nc2-c2ccccc2)cc(OC)c1OC,6.0
O=C(Nc1nccs1)c1nnn(-c2ccccc2)c1-c1ccccn1,-14.0

# Shown as tab-separated lines: 6 of the compounds above.
Molecule	SSB-PriA inh
C/C(=N/N=c1/scc(-c2ccccc2)n1Cc1ccccc1)c1ccc(F)cc1	1.0
O=C(CCCSc1ccc(NC(=O)c2cccs2)nn1)Nc1cccc(Cl)c1	-16.0&-16.0
CCc1nnc(C2CCN(C(=O)c3ccccc3Cl)CC2)s1	7.0
O=C(NCc1ccncc1)C(=O)NCC(c1cccs1)S(=O)(=O)c1ccc(F)cc1 (configuration not stated)	-2.0
Cc1ccc(-n2nnc(-c3nnc(-c4ccccc4)o3)c2C2CC2)cc1	-10.0
O=C(COc1ccc(Cl)cc1Cl)NCC(=O)N/N=C\c1c[nH]c2ccccc12	4.0

# Next compounds
SMILES,SSB-PriA inh
Cc1cc(C(=O)NCCn2nc(-c3cccnc3)n(C3CC3)c2=O)no1,-13.0
COc1ccc(CCNc2ccc(S(=O)(=O)C(C)(C)C)nn2)cc1OC,-1.0
Cc1nn(-c2ccccc2)c(Cl)c1C=NNC(=O)c1cccnc1,-14.5
CCOC(=O)c1ccc(OCC2c3cc(OC)c(OC)cc3CCN2C(=O)Nc2cccc(Cl)c2)cc1 (configuration not stated),-18.0
O=C(COc1ccccc1)Nc1cnc(-n2cccn2)nc1,-10.0
Cc1cc(NC(=O)CSc2ncnc3sc4c(c23)CCC4)no1,-8.0
CCOc1ccc(-c2nc(CSc3nc(-c4cccc(OC)c4)cc(=O)[nH]3)c(C)o2)cc1,-13.0&-10.0
Cc1ccc(CNc2nccn(Cc3ccc(Cl)cc3)c2=O)cc1,-14.0

# Five entries from above, with tabs:
Molecule	SSB-PriA inh
NC(=O)c1nc(-c2cnccn2)no1	-14.0
O=C(CSc1nccn2nc(-c3ccc(F)cc3)cc12)Nc1ccc(Cl)cc1	-16.0
Clc1ncnc2[nH]ncc12	11.0
O=C(Cn1c(C2CC(=O)N(CCc3ccccc3)C2)nc2ccccc21)N1CCOCC1 (configuration not stated)	-17.0
COc1ccccc1CC(N)=NOC(=O)c1ccc2c(c1)OCO2	-19.0

# Source: PubChem BioAssay
